IMPase Li inh – qHTS Assay for Identifying the Cell-Membrane Permeable IMPase Inhibitors: Potentiation with Lithium; CHO-M1 cells, IP1 TR-FRET (IP-One), carbachol + lithium; Potency, µM (top dose mostly 59.4 µM), for the others: at the top dose activity, negative = IMPase inhibition, most hits filed as inhibitors; actives 0.35% (n = 210,000); AID 1457, 2008;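 further: IP1 builds up when IMPase is blocked and the TR-FRET signal falls; potency means the concentration at half of the fitted maximal effect; plate controls were basal vehicle for no effect and high inhibitor control for full effect; nearly all actives have a fitted effect of over 50% in size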
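Steps: plate 2000 CHO-M1 cells per well and culture 16–30 h; add compound and lithium; incubate 30 min, 37C; add d2-IP1 tracer and Eu cryptate anti-IP1 antibody in lysis buffer; read after 10 min at room temperature.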
CBFb RUNX1 block – qHTS Assay for Compounds Blocking the Interaction Between CBF-beta and RUNX1 for the Treatment of Acute Myeloid Leukemia | AID 1477, 2009 | 230,000 tested, under 10 active | Potency, µM (top dose mostly 59.8 µM), inactives show at the highest dose activity, negative = inhibition, actives largely listed as inhibitors | AlphaScreen CBFb-His/RUNX1-biotin binding, biochemical; further: % of control where 0% means no effect
Target sequence (Q01196 whole entry, looked up): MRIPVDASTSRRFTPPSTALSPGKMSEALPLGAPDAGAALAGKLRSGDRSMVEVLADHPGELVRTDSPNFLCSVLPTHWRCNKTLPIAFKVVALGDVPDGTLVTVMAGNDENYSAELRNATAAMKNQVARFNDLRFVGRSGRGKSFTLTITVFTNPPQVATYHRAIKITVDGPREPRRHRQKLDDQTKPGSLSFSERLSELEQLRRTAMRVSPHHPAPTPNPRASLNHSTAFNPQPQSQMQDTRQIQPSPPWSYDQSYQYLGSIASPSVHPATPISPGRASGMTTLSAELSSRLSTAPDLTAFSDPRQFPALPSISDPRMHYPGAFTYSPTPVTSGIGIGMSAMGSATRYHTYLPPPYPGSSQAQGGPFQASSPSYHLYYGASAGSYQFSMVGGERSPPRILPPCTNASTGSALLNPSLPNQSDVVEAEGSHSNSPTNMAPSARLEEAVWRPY
Target sequence (Q13951 whole entry, looked up): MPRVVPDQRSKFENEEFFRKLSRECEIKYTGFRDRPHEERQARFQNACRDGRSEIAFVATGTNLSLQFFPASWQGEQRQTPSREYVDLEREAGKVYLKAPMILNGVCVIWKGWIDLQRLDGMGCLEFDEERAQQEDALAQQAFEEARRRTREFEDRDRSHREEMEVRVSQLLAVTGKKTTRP
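Compounds were screened at multiple concentrations against a preformed CBF-beta(His)/RUNX1(biotin) complex (30 nM of each) for 15 min at room temperature, followed by 90 min with nickel and streptavidin beads and AlphaScreen reading.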
aGal spleen mod – qHTS Assay for Inhibitors and Activators of Human alpha-Galactosidase From Spleen Homogenate; AID 2107, 2009; actives 0.008% (n = 240,000); Potency, µM (highest dose often 80 µM), without a hit: at the top dose activity change, negative = inhibition, usual class: inhibitors; human spleen homogenate, 4MU-alpha-Gal fluorescence, 40 min;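 further: potency means the concentration at half of the fitted maximal effect; 0% = enzyme with vehicle and -100% = no enzyme basal signal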
Target sequence (P06280 32-429 limits assumed): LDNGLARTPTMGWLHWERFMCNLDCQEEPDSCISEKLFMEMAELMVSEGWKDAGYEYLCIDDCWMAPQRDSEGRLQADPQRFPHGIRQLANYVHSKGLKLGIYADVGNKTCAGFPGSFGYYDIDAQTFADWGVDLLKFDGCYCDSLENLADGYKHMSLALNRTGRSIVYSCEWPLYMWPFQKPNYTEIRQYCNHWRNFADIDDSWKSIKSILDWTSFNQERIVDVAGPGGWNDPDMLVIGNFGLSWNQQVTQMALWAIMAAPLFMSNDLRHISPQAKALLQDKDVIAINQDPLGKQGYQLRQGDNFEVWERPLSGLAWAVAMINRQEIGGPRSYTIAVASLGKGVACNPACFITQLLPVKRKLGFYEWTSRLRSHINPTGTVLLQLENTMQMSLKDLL
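Human spleen homogenate (1 ug) as enzyme source, 4-methylumbelliferyl-alpha-D-galactopyranoside 1 mM final, citrate/phosphate pH 5.0 with 0.01% Tween-20. Compounds 40 min at 37C, NaOH/glycine stop; fluorescence Ex 365/Em 440, Hill-fit AC50.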
NPSR antagonist – qHTS Assay for Antagonists of the Neuropeptide S Receptor: cAMP Signal Transduction | Q6W5P4 | CHO-NPSR cells, cAMP TR-FRET, antagonist mode | Potency, µM (top dose mostly 38.3 µM), without a hit: top-dose activity change, negative = inhibition, hits mostly inhibitors | actives 1% (n = 220,000) | AID 1461, 2008; further: potency means the concentration at half of the fitted maximal effect; on the % scale 0 is the no-effect control and ±100 the full control effect; nearly all actives have a fitted effect of over 50% in size; many of its hits are not listed in these tables
Epigenetic derep – Quantitative High-Throughput Screen for Regulators of Epigenetic Control; murine LDR cells, GFP reporter derepression, 30 h; Potency, µM (series often up to 53.9 µM), without a hit: top-dose GFP activation, actives largely listed as activators; actives 0.2% (n = 280,000); AID 1865, 2009; further: potency means the concentration at half of the fitted maximal effect; % of control where 0% means no effect; nearly all actives have a fitted effect of over 60% in size
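GFP-positive cell count by laser-scanning cytometry (objects 20–120 um) after 30 h, 37 C compound exposure of murine LDR cells; reporter is CMV-GFP integrated at a silenced locus, inducible by HDAC or DNMT inhibitors.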
Lamin A splicing – qHTS Assay for Modulators of Lamin A Splicing | actives 0.01% (n = 200,000) | HeLa LMNA splicing GFP/RFP minigene ratio, 48 h | Potency, µM (titrated, usually from 46.1 µM), without a hit: at the highest dose ratio change, negative = inhibition, hits mostly inhibitors; active means well fitted inhibition curve with a large enough effect in the signal ratio, with a control signal flat, not every such curve was filed as active; inconclusive means small, poorly fitted or top-dose-only effect, or effect the other way, or a change in a side signal; the % refers to the signal ratio; further: potency means the concentration at half of the fitted maximal effect; on the % scale 0 is the no-effect control and ±100 the full control effect
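S3 HeLa cells stably expressing lamin A-EGFP splicing minigene plus DsRed2, 600 cells/well, 48 h compound exposure at 37C. Laser-scanning cytometry; analysed as GFP (500-530 nm)/RFP (575-640 nm) total intensity ratio; 0.5% DMSO vehicle.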
KinaseGlo FLuc – Counterscreen for Luciferase (Kinase-Glo TM) Inhibition. actives 0.28% (n = 200,000). Kinase-Glo luciferase, ATP luminescence, 8 min. AID 1379, 2008. Luciferin 4-monooxygenase (Photuris pensylvanica), Q27757. Potency, µM (doses to about 38.3 µM), without a hit: top-dose activity change, negative = inhibition, usual class: inhibitors; further: potency means the concentration at half of the fitted maximal effect; on the % scale 0 is the no-effect control and ±100 the full control effect; nearly all actives have a fitted effect of over 60% in size
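Inhibition of Kinase-Glo luciferase light generation was assessed at 10 uM ATP in pH 7.2 imidazole buffer, with luminescence measured after eight minutes at ambient temperature.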
Numbers without * were called inactive; ? = inconclusive; nt = no result given; & = joins results of further samples; [ ] = dose if it differs, or a comment. Unless noted, the call rests on the fitted dose curve; in most records, active means well fitted curve in the direction sought with a large enough effect; inconclusive means small, poorly fitted or top-dose-only effect, or another doubt; inactive means no such curve, though single readings can be large; an effect the other way counts as inactive or inconclusive.

SMILES | IMPase Li inh | CBFb RUNX1 block | aGal spleen mod | NPSR antagonist | Epigenetic derep | Lamin A splicing | KinaseGlo FLuc
CCS(=O)(=O)N1CCN(c2ccc(C(=O)NC3C4CC5CC(C4)CC3C5)cc2[N+](=O)[O-])CC1 (centres undefined) | 0% | -4% | -10% | -28% | -1.0% | -3% | 4%
Cn1c(=O)cc(OCCCC(=O)NCc2ccccn2)c2ccccc21 | -2%[38.3 µM] | 1% | -3% | -8%[46.1 µM] | -1.8% | -5% | 2%
O=C(Nc1ccc(N2CCOCC2)cc1)c1cccnc1 | 22% | -3% | 3% | -15%[46.1 µM] | -1.0% | 5% | -11%
CCOC(=O)c1c(NC(=O)C2=C(C)NC(=S)NC2c2ccc(C)cc2)sc(C)c1C (centres undefined) | -4% | -2% | -3% | -46% | 0.0% | ? | 4%
O=C(NNC(=O)c1ccco1)c1ccccc1 | 4% | -3% | 0% | 25% | -1.0% | -4% | 2%
Cc1ccc(-c2c(C(=O)NCc3ccccc3)oc(=O)c3ccccc23)cc1 | 5% | 6% | -11% | -30% | 2.4%&-1.8% | -3%[46 µM] | 3%
CC(C)(CO)NCc1cccc(OCc2ccc(Cl)cc2)c1 | -4% | -1% | -20% | -1% | -1.0% | -9% | 0%
CCOC(=O)c1cc2c(n(-c3ccccc3)c1=O)CC(C)(C)CC2=O | 10%[38.3 µM] | -3% | 7% | 2%[46.1 µM] | 0.0% | -4% | 2%
COc1ccc(N2C(=O)C(F)(F)C2c2ccc(C)cc2)cc1OC (centres undefined) | 11% | 5% | 1% | -10% | -1.7% | nt | -3%
COc1cccc(OCCNC(=O)c2cc([N+](=O)[O-])cc([N+](=O)[O-])c2)c1 | 8% | -9% | 0% | 1% | 0.0% | nt | 0%
Cc1ccc(N=Cc2c(O)n(-c3nccs3)c(=O)c3ccccc23)c(C)c1 | -13% | -2% | -3% | -14% | ? | -9% | 3%
COC(=O)Cc1ccc(NC(=S)NNC(=O)c2ccccc2Br)cc1 | -3% | 0% | 9% | -1%[46.1 µM] | 0.0% | -10% | -1%
O=C(/C=C/N1CCN(Cc2ccccc2)CC1)C(F)(F)F | -2% | -4% | -4% | 10% | -1.0% | -9%[46 µM] | 2%
O=C(C1CC1)N1CCc2cc(Br)cc(S(=O)(=O)NCc3ccc4c(c3)OCO4)c21 | 3%[38.3 µM] | 7% | 3% | -4%[46.1 µM] | 5.6% | ? | -7%
Cc1ccc(C2CC(=O)NC(SCC(=O)Nc3nccs3)=C2C#N)cc1 (centres undefined) | -5% | 6% | 3% | -13%[46.1 µM] | -1.1% | -20% | 13%
CNC1(C)C2CCC(C2)C1(C)C (centres undefined) | 6%&10% | -8%&8% | 18%&-2% | -9%[46.1 µM] | -1.2%&1.1% | ? | -2%
CN1CCN(C(=O)NC2CCCN2S(=O)(=O)c2ccc(Cl)cc2)CC1 (centres undefined) | 28%[38.3 µM] | -1% | 3% | -12%[46.1 µM] | -4.8% | -15% | -3%
CC(C)COc1ccc(C(=O)Nc2ccc(NC(=O)c3ccco3)c(Cl)c2)cc1 | ? | 3% | 4% | ? | -0.2% | 2% | -1%
CCOC(=O)N1CCC(N2CCN(C3CCCC3)C(CCO)C2)CC1 (centres undefined) | 26% | -1% | 8% | -7% | 1.5% | nt | 1%
CCCCOC(=O)c1cc(=O)[nH]c(=O)[nH]1 | nt | 18% | -6% | -20% | 2.6% | -2%[46 µM] | 4%

Results in Lamin A splicing and NPSR antagonist (four entries from above):
SMILES,Lamin A splicing,NPSR antagonist
Cc1ccc(-c2c(C(=O)NCc3ccccc3)oc(=O)c3ccccc23)cc1,-3%[46 µM],-30%
COC(=O)Cc1ccc(NC(=S)NNC(=O)c2ccccc2Br)cc1,-10%,-1%[46.1 µM]
COc1cccc(OCCNC(=O)c2cc([N+](=O)[O-])cc([N+](=O)[O-])c2)c1,nt,1%
Cc1ccc(C2CC(=O)NC(SCC(=O)Nc3nccs3)=C2C#N)cc1 (centres undefined),-20%,-13%[46.1 µM]

The listing picks up, starting 2 compounds before the break.
SMILES | IMPase Li inh | CBFb RUNX1 block | aGal spleen mod | NPSR antagonist | Epigenetic derep | Lamin A splicing | KinaseGlo FLuc
CCOC(=O)N1CCC(N2CCN(C3CCCC3)C(CCO)C2)CC1 (centres undefined) | 26% | -1% | 8% | -7% | 1.5% | nt | 1%
CCCCOC(=O)c1cc(=O)[nH]c(=O)[nH]1 | nt | 18% | -6% | -20% | 2.6% | -2%[46 µM] | 4%
CC1(C)C2CCC1(C(=O)O)c1nc3ccccc3nc12 (centres undefined) | -3% | 10% | -9% | 3% | -7.9% | -19%[46 µM] | 0%
C[C@@H](C(=O)Nc1ccccc1N1CCOCC1)N1C(=O)C2CC=CCC2C1=O (some centres undefined) | 11%[38.3 µM] | 1% | 1% | -4%[46.1 µM] | -1.1% | 19% | -3%
N/C(=N\OC(=O)CCn1cccc(C(F)(F)F)c1=O)c1ccc(OC(F)(F)F)cc1 | nt | -1% | -7% | -8% | 0.9% | nt | nt
CCC(CC)c1nnc(NC(=O)c2c(C)nn(Cc3ccccc3Cl)c2C)s1 | -4%[38.3 µM] | -1% | 11% | ? | -1.8% | ? | -1%
O=C(/C=C/c1ccc([N+](=O)[O-])cc1)NCCc1ccc(F)cc1 | 7% | 3% | -7% | -21% | -0.4% | ? | 1%
COC(=O)NC(/C=C/c1ccccc1)C(C(C)=O)C(=O)OC (centres undefined) | 5% | -2% | -6% | nt | 1.1% | nt | -1%
c1ccc2c(c1)CCCn1nnnc1-2 | 4%[38.3 µM] | -2% | 5% | -7%[46.1 µM] | -1.1% | 6% | -2%
O=C(NCCc1c[nH]c2ccccc12)C1CCN(S(=O)(=O)c2ccccc2F)CC1 | 3% | -6% | 1% | -12% | 2.6% | -5%[46 µM] | 1%
CCC(C)(C)NC(=O)C1CCN(c2nc(OC)nc(OC)n2)CC1 | -1% | 6% | 3% | 18% | 0.9% | ? | -2%
Cc1nn(-c2ccccc2)cc1/C=N/NS(=O)(=O)c1ccccc1 | 0% | ? | 0% | -18% | -1.8% | 12% | 2%
c1csc(-c2nc3nc4ccccc4nc3n2Cc2ccc3c(c2)OCO3)c1 | 29%[38.3 µM] | 22% | 9% | ? | -3.9% | -9% | -9%
Cc1ccc(OCC(=O)Nc2ccc(N3CCOCC3)cc2)c([N+](=O)[O-])n1 | 7% | -7% | -9% | 4% | -2.7% | 0%[46 µM] | -2%
N#Cc1cc(Sc2ccccn2)c(Sc2ccccn2)cc1C#N | ? | 6% | 3% | ? | -0.2% | -11% | 0%
Cc1cccc(-c2nc3cc(NC(=O)C4CCCO4)ccc3o2)c1 (centres undefined) | -2% | 3% | -3% | 1% | -1.9% | -10% | ?
O=C(O)c1cccc(-c2ccc(/C=N/Nc3ccc([N+](=O)[O-])cc3)o2)c1 | nt | -5% | 10% | -38% | 4.6% | nt | nt
COc1ccc(C(C)(C)C)cc1NC(=O)c1cncc(Br)c1 | -8%[38.3 µM] | -1% | -4% | -23%[46.1 µM] | -3.1% | 5% | 0%
O=[N+]([O-])c1cc(CN2CCN(c3cccc(C(F)(F)F)c3)CC2)c2cccnc2c1O | -3% | ? | -2% | 4% | 1.4% | ? | -2%
CC(C)CC(NC(=O)OC(C)(C)C)C(=O)NC(C(=O)N1CCCC1C(N)=O)C(C)C (centres undefined) | -1% | 21% | -9% | -8%[46.1 µM] | -1.1% | -15% | 1%
CN(CCOC(=O)c1ccc2c(c1)OCCO2)Cc1ccccc1 | -10%[38.3 µM] | 3% | -2% | 4%[46.1 µM] | 0.4% | -2% | 10%
O=c1oc2ccccc2n1Cc1cccc(Cl)c1 | nt | 11% | 4% | 2% | 1.1% | nt | nt
O=C(CSc1nc2c(c(=O)n1-c1ccc(F)cc1)SCC2)NCc1ccco1 | nt | -9% | -3% | -19%[46.1 µM] | -0.3% | 6% | nt
COc1ccc(OCCC(=O)OCC(=O)NCCc2ccccc2)cc1 | -4% | 0% | 6% | 7% | -1.9% | -17%[46 µM] | 0%
CCOC(=O)CC(NC(=O)Cc1ccc(F)cc1)c1ccccc1Cl (centres undefined) | 0% | 3% | -14% | 18% | -0.9% | -13% | -2%
CCc1cc(-c2n[nH]c(C)c2-c2nc3ccccc3n2C)c(O)cc1O | 8% | -8% | -9% | 23% | -1.1% | ? | 4%
COc1ccc(NC(=O)CCS(=O)(=O)c2ccc3c(c2)CCCN3C(C)=O)cc1 | 2%[38.3 µM] | 3% | 12% | 2%[46.1 µM] | -2.6% | 6% | -3%
CS(=O)(=O)c1nc(-c2ccc(Br)cc2)cc(-c2ccccc2)c1C#N | -30%[38.3 µM] | 0% | 9% | 7.9µM* | -2.5% | ? | -4%
CC1=C(C(=O)Nc2ccc(Cl)cc2)C(c2cccs2)n2nnnc2N1 (centres undefined) | -3%[38.3 µM] | 5% | -15% | -14%[46.1 µM] | -1.1% | -17% | -1%
CN(C)c1cc[n+](CC(=O)Nc2c(Cl)cc(Cl)cc2Cl)cc1 | -3% | -1% | -1% | -15% | 6.8% | ? | 0%
CCOc1ccc(N2C(=O)CC(N(CCc3ccc(OC)cc3)C(=O)c3cccc(F)c3)C2=O)cc1 (centres undefined) | 2% | 8% | -5% | -18% | -1.0% | -14% | 1%
Cc1nn(C2CCS(=O)(=O)C2)c(Cl)c1/C=C/C(=O)OCC(=O)c1c[nH]c2ccccc12 (centres undefined) | 3% | -5% | 3% | -3% | 0.0% | ? | 2%
Cc1ccc(CS(=O)(=O)CCC(=O)NCCN(C)Cc2ccccc2)cc1 | -11%[38.3 µM] | 6% | 6% | 5%[46.1 µM] | 0.8% | 4% | 2%
Cc1ccc(S(=O)(=O)NN/C(=N/S(=O)(=O)c2ccccc2)c2ccccc2)cc1 | -4% | 1% | 3% | -2% | -1.4% | nt | -2%
O=c1c2ccccc2nc(CSc2ncnc3nc[nH]c23)n1-c1cccc(C(F)(F)F)c1 | 18%[38.3 µM] | -1% | -8% | -10%[46.1 µM] | 3.9% | 6% | -8%

Bioassay records deposited in PubChem by National Center for Advancing Translational Sciences (NCATS).

A portion of the library, so the mix of outcomes need not match the whole.
